Compound activity as filed in PubChem.
PTHR1 agonist = qHTS for PTHR1 Agonists: Primary Screen | Potency, µM (highest dose often 115 µM), for inactives: top-dose activation, hits mostly activators | hit rate 0.075% among 410,000 | AID 743266, 2014 | HEK293 GP2 PTHR1 cells, GloSensor cAMP luminescence, 1 h | Parathyroid hormone/parathyroid hormone-related peptide receptor (Homo sapiens), Q03431; further: potency means the concentration at half of the fitted maximal effect; nearly all actives have a fitted effect of over 55% in size; some results filed as inactive show a strong effect at the top dose; inactives centre near -15; many of its hits are not listed in these tables
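HEK-293-derived GP2 cells expressing PTHR1 and a GloSensor cAMP reporter, 3,000/well, plated overnight, given luciferin plus IBMX (each 0.5 mM as added) for 1 h at 37 °C, then compound for 1 h at 37 °C. Luminescence was read after 15 min at room temperature.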
GLP-1R inv ag = qHTS of GLP-1 Receptor Inverse Agonists (Inhibition Mode); hit rate 1.6% among 410,000; Potency, µM (highest dose often 38.3 µM), without a hit: top-dose activity change, negative = inhibition, most hits filed as inhibitors; AID 624417, 2012; HEK293 GLP-1R CRE-luciferase, luminescence, 24 h; GLP-1R form is constitutively active; further: potency means the concentration at half of the fitted maximal effect; on the % scale 0 is the no-effect control and ±100 the full control effect; nearly all actives have a fitted effect of over 55% in size
Target sequence (P43220 whole entry, looked up): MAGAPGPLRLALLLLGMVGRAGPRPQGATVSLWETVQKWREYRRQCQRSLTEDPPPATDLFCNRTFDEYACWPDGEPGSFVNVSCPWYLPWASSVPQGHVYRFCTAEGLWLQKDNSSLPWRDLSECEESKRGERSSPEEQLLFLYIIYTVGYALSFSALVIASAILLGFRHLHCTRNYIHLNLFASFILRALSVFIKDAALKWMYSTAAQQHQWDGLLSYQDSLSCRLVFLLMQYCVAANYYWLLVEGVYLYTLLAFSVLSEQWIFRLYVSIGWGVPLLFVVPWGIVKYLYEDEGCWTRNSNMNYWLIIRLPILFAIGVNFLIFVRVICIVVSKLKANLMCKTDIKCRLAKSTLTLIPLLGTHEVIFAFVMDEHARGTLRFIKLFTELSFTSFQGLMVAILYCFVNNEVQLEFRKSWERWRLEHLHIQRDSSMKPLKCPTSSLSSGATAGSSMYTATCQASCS
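Readout was luciferase luminescence, measured 12 min after detection reagent at room temperature. Beforehand, GLP-1R reporter HEK293 cells had sat 12 h, then received compounds for 24 hr at 37 deg C.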
PLK1 PBD block = qHTS for Inhibitors of PLK1-PDB (polo-like kinase 1 - polo-box domain): Primary Screen; Serine/threonine-protein kinase PLK1 (Homo sapiens), P53350; Plk1 PBD binding of FITC phosphopeptide, fluorescence polarization; Potency, µM, without a hit: max response, negative = inhibition, hits mostly inhibitors; hit rate 2.8% among 360,000; AID 720504, 2013; further: potency means the concentration at half of the fitted maximal effect; series mostly up to about 57 µM; on the % scale 0 is the no-effect control and ±100 the full control effect; nearly all actives have a fitted effect of over 65% in size
Target sequence (P53350 whole entry, looked up, the tested form may be a part): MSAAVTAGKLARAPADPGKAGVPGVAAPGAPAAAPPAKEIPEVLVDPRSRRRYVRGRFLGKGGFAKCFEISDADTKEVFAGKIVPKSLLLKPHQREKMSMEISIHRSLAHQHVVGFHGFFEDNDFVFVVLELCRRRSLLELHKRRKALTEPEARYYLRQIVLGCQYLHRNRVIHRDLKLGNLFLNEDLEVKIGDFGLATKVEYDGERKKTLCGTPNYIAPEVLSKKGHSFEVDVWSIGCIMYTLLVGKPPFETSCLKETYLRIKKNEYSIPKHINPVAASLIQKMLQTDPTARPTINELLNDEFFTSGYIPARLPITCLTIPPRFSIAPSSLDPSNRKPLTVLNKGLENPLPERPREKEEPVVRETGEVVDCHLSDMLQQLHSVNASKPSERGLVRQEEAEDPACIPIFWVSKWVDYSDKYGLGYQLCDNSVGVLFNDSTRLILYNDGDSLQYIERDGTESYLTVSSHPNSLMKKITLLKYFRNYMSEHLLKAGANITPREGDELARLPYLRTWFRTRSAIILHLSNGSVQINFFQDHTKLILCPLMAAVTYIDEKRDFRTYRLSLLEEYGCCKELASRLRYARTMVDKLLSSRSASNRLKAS
GLP1R cytotox = qHTS of GLP-1 Receptor Inverse Agonists: Cytotox Screen; hit rate 0.13% among 410,000; AID 624418, 2012; HEK293 cAMP-luciferase reporter cells, luminescence, 24 h; Potency, µM (series often up to 38.3 µM), inactives show at the top dose activity change, negative = inhibition, most hits filed as inhibitors;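 further: loss of luciferase light is scored as toxicity; potency means the concentration at half of the fitted maximal effect; on the % scale 0 is the no-effect control and ±100 the full control effect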
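Step one: seed cells (200 cells/uL, DMEM with 10% Nu serum, 1% pen-strep). Step two: 12-hour incubation at 37 deg C. Step three: pin 23 nL compound, incubate 24 hr. Step four: add luciferase reagent, read luminescence 12 min later.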
EPAC1 agonist = qHTS for Agonist of cAMP-regulated guanine nucleotide exchange factor 3 (EPAC1): primary screen; Rap guanine nucleotide exchange factor 3 (Homo sapiens), O95398; EPAC1 agonist qHTS, biochemical assay; response scale: 100% = response to 6.5 mM cAMP; Potency, µM (doses to about 154 µM), inactives show top-dose activation, usual class: activators; hit rate 0.073% among 360,000; further: potency means the concentration at half of the fitted maximal effect; nearly all actives have a fitted effect of over 60% in size
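Normalized to 6.5 mM cAMP, activity reflects EPAC1-catalysed release of BODIPY-GDP from Rap1B, followed kinetically over 30 min at 480 nm excitation, 540 nm emission. Reaction contained 100 nM EPAC1, 250 nM Rap1B-BODIPY-GDP, 50 uM GDP.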
GLP1R ag = qHTS of GLP-1 Receptor Agonists. HEK293 GLP-1R CRE-luciferase, luminescence, 4-6 h; cells express a hypersensitive GLP-1R form. AID 624172, 2012. hit rate 0.007% among 380,000. Potency, µM (titrated, usually from 45.6 µM), for the others: top-dose activation, actives largely listed as activators; further: potency means the concentration at half of the fitted maximal effect; % of control where 0% means no effect
PI5P4Ka inh = qHTS for Inhibitors of phosphatidylinositol 5-phosphate 4-kinase (PI5P4K); Phosphatidylinositol 5-phosphate 4-kinase type-2 alpha (Homo sapiens), P48426; PI5P4Kalpha enzyme, ADP-Glo luminescence, 60 min; active compounds read low; max response, %; hit rate 1.2% among 330,000; AID 652105, 2013; active means max response of -50% or lower; inconclusive means between -30% and -50%; inactive means -30% or higher; further: value at the top dose of about 77 µM; on the % scale 0 is the no-effect control and ±100 the full control effect
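PI5P4Kalpha ADP-Glo assay; 5 microM ATP final; 60 min RT reaction; HEPES pH 7.4/EGTA/CHAPS, 5% DMSO; controls lacking substrate or enzyme; luminescent end-point.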
IL2 activator = qHTS of IL-2 Activators. IL-2 activation reporter assay, cell-based qHTS; stimulated with anti-CD3/CD4/CD28 beads; in transgenic mouse T cells. activation, % (series mostly up to about 46 µM). hit rate 0.065% among 360,000. AID 652025, 2013; in the data active means activation above about 50%; inconclusive means mostly about 30% to 49%; further: 0% is about no effect
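First, unstimulated transgenic mouse T cells were exposed to compound for 60 min. Next, anti-CD3/anti-CD4-coated beads with anti-CD28 were added. Finally, after 18 h at 37 degrees C, EGFP and DsRed were imaged.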
EPAC1 antag = qHTS for Antagonist of cAMP-regulated guanine nucleotide exchange factor 3 (EPAC1): primary screen | Rap guanine nucleotide exchange factor 3 (Homo sapiens), O95398 | EPAC1 GEF assay, Rap1b-BODIPY-GDP exchange fluorescence | Potency, µM (doses to about 115 µM), for the others: top-dose activity change, negative = inhibition, most hits filed as inhibitors | hit rate 0.14% among 360,000 | AID 720709, 2013;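 further: potency means the concentration at half of the fitted maximal effect; plate controls were vehicle for no effect and positive control for full effect; nearly all actives have a fitted effect of over 50% in size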
* hit, by the source's call; i = inactive; ? = inconclusive; · = not tested or not shown; & = joins results of further samples; [ ] = dose if it differs, or a comment. Unless noted, the call rests on the fitted dose curve; in most records, active means well fitted curve in the direction sought with a large enough effect; inconclusive means small, poorly fitted or top-dose-only effect, or another doubt; inactive means no such curve, though single readings can be large; an effect the other way counts as inactive or inconclusive. A portion of the library (hit frequency here may not be typical).

SMILES	PTHR1 agonist	GLP-1R inv ag	PLK1 PBD block	GLP1R cytotox	EPAC1 agonist	GLP1R ag	PI5P4Ka inh	IL2 activator	EPAC1 antag
COc1cc(-n2c(=S)[nH]c3ccc(C)cc3c2=O)c(Cl)cc1Cl	-23%	13µM*	-18%	?	24%	0%	5	1.8	?
Cc1cc(Cl)ccc1OCCCC(=O)NCc1cccs1	-1%	?	-3%	-25%	-1%	-2%	4	-2.3	?
CCOC(=O)C(O)(c1ccc(N(C)C(=O)c2ccc(Cl)c(Cl)c2)cc1)C(F)(F)F (stereo not given)	-28%	?	6%	-19%	-11%	16%	-1	0.4	-8%
COc1ccc(CCNCc2ccncc2)cc1OC	-15%	1%	-13%	-5%	-2%	9%	·	-2.0	12%
COc1ccc(-n2c(/C=C/c3ccc4c(c3)OCO4)nc3ccccc3c2=O)cc1	i	?	-8%	28%	17%	0%	2	-0.9	1%
O=c1[nH]c(=O)n(Cc2ccco2)c(O)c1C=NCCN1CCOCC1	-2%[57.5 µM]	6%	-17%	-4%	-1%	-9%	-20	0.9	15%
Cc1cc(O)c2c3c(c(=O)oc2c1)CCC(C)C3 (stereo not given)	-59%[inhibitor]	17%	-15%	12%	4%	8%	-2	0.7	-5%
CCCn1ncc(C(=O)O)c1C	i	9%	-20%	-1%	-7%	0%	3	1.5	-12%
CN1CCN(C(=O)O[C@H]2c3nccnc3C(=O)N2c2ccc(Cl)cn2)CC1	i	20%	1%	2%	1%	9%&19%	-2	-0.4	11%
CCc1ccc(OCC(=O)NC(NC(=S)Nc2ccccc2)C(Cl)(Cl)Cl)cc1 (stereo not given)	-29%	4µM*	-5%	?	0%	4%	21	-3.2	-5%
COc1cccc(-c2ccc3c(N)c(C(=O)Nc4cc(C(F)(F)F)ccc4OC)sc3n2)c1	i	38%[activator]	·	35%[activator]	·	0%	·	·	·
COc1ccc(-c2ccc3c(c2)CN(C(=S)NCCc2ccccc2)Cc2cnnn2-3)cc1	-12%	-4%	1%	4%	-25%	11%	21	-0.4	6%
Cn1c(=O)oc2cc(S(=O)(=O)N3CCCc4ccccc43)ccc21	-58%[inhibitor]	?	-4%	-25%	-13%	-5%	0	-0.9	?
COc1ccc(C(=O)C2CCCN(CC3CCCCC3)C2)cc1OC (stereo not given)	-18%	-31%	-7%	-13%	6%	-6%	5	0.0	-8%
CC(C)Oc1ccc(C2C(C#N)=C(N)Oc3c2c(=O)oc2ccccc32)cc1 (stereo not given)	i	1%	-5%	-6%	-11%	-19%	0	-0.3	-12%
COc1ccc(N2C(=O)/C(=C/c3ccc(OC)c(OC)c3)C(=O)NC2=S)cc1	-10%	10%	7.5µM*	0%	2%	-1%	-54*	-0.4	5%
Cc1ccc([C@H]2C[C@@H](n3cc(C4CC4)nn3)[C@H](O)CN2CC2CCCCC2)cc1	i	-17%	-9%	6%	-26%	-6%	6	-2.6	8%
Cc1cccc(NC(=O)Oc2ccc(Cl)c3cccnc23)c1	i	10µM*	-3%	?	1%	14%	3	-3.8	-4%
O=C(Nc1cccc(Br)c1)c1c(O)c2c(n(Cc3ccccc3)c1=O)CCCC2	i	8%	5%	6%	-9%	-9%	2	-0.9	-4%
CCOC(=O)[C@]12Cc3ccccc3[C@H]1N(C1CCCCC1)C(=O)c1cc(OC)ccc12	-51%[inhibitor]	5.6µM*	11µM*	?	-2%	-21%	-1	0.0	-19%
C[C@]12CC[C@H](O)C[C@@H]1CC[C@H]1[C@H]3CCC(=O)[C@@]3(C)CC[C@@H]12	-9%	87%[activator]	-10%	26%	4%	22%	-3	-1.5	2%
C/C(=N\N=C(N)N)c1ccccc1	i	-27%	4%	?	-3%	-1%	0	0.8	20%
COc1ccc(CC2C(=O)NC(=O)N(c3ccccc3)C2=O)c(OC)c1 (stereo not given)	22%[57.5 µM]	6%	-14%	3%	2%	-2%	·	-0.2	-2%
CN(C)C1CCc2[nH]c3c(F)cc(F)cc3c2C1 (stereo not given)	i	?	-7%	-10%	10%	-3%	3	-3.0	21%
O=C(CN1C(=O)S/C(=C\C=C\c2ccccc2)C1=O)Nc1ccccc1C(=O)O	i	0%	19µM*	-22%	1%	-5%	-67*	2.2	?

One compound at a time (already shown). Screens in order: PTHR1 agonist, GLP-1R inv ag, PLK1 PBD block, GLP1R cytotox, EPAC1 agonist, GLP1R ag, PI5P4Ka inh, IL2 activator, EPAC1 antag
CC(C)Oc1ccc(C2C(C#N)=C(N)Oc3c2c(=O)oc2ccccc32)cc1 (stereo not given) is listed with i, 1%, -5%, -6%, -11%, -19%, 0, -0.3, -12%
COc1ccc(N2C(=O)/C(=C/c3ccc(OC)c(OC)c3)C(=O)NC2=S)cc1 is listed with -10%, 10%, 7.5µM*, 0%, 2%, -1%, -54*, -0.4, 5%

Looked up above.
EPAC1 agonist result of COc1ccc(C(=O)C2CCCN(CC3CCCCC3)C2)cc1OC (stereo not given) stands at 6%
PI5P4Ka inh result of CN(C)C1CCc2[nH]c3c(F)cc(F)cc3c2C1 (stereo not given) stands at 3
GLP1R ag result of CCc1ccc(OCC(=O)NC(NC(=S)Nc2ccccc2)C(Cl)(Cl)Cl)cc1 (stereo not given) stands at 4%
GLP-1R inv ag result of O=C(CN1C(=O)S/C(=C\C=C\c2ccccc2)C1=O)Nc1ccccc1C(=O)O stands at 0%
GLP1R ag result of COc1ccc(CCNCc2ccncc2)cc1OC stands at 9%
PLK1 PBD block result of CN1CCN(C(=O)O[C@H]2c3nccnc3C(=O)N2c2ccc(Cl)cn2)CC1 stands at 1%
GLP-1R inv ag result of Cc1ccc([C@H]2C[C@@H](n3cc(C4CC4)nn3)[C@H](O)CN2CC2CCCCC2)cc1 stands at -17%

(cont.)
SMILES	PTHR1 agonist	GLP-1R inv ag	PLK1 PBD block	GLP1R cytotox	EPAC1 agonist	GLP1R ag	PI5P4Ka inh	IL2 activator	EPAC1 antag
O=C(N/N=C/c1c(O)n(-c2cccc3ccccc23)c(=O)[nH]c1=O)c1ccncc1	i	-1%	4%	9%	13%	0%	-29	-1.2	-8%
Cc1ccccc1OP(=O)(Oc1ccccc1C)N1CCOCC1	-8%	-8%	1%	-10%	-8%	5%	-2	0.1	4%
Cc1nc(-c2cccc(NC(=O)c3ccc(Cl)c(S(=O)(=O)N4CCCC4)c3)c2)cs1	-2%	?	7%	-13%	-17%	-2%	-9	-4.5	10%
CN(C)C(=O)O/N=C(\N)COc1ccc(C(C)(C)C)cc1	-19%	?	2%	3.2µM*	-8%	-9%	6	-0.8	3%
O=C1/C(=C/c2cc([N+](=O)[O-])ccc2Cl)N2CCC1CC2	-23%[57.5 µM]	-8%	-20%	5%	10%	1%	9	1.3	0%
C=CCn1c(O)c(C(CC)=NCc2cc(OC)cc(OC)c2)c(=O)[nH]c1=O	i	3%	-4%	?	3%	?	-2	-1.8	-8%
Cc1ccc(NS(=O)(=O)c2ccc(Cl)c(N=Nc3c(O)[nH]c(=O)[nH]c3=O)c2)cc1Cl	-76%[inhibitor]	9%	?	19%	-9%	-7%	?	0.6	-12%
C1CCC2CCCCC2C1 (stereo not given)	-18%	8%	-7%	-14%	-21%	4%	-6	-0.1	2%
COCCOC(=O)c1c(N)n(Cc2ccccc2)c2nc3ccccc3nc12	-8%	-16%	-24%	221%[activator]	-1%	6%	0	0.9	3%
CCN(CC)C(=O)Oc1ccc(OC(=O)N(CC)CC)cc1	-5%	-18%	17µM*	6%	0%	16%	-8	-1.4	3%
C=C1C(=O)O[C@@H]2C[C@@H](C)[C@@H]3C=CC(=O)[C@@]3(C)[C@@H](OC(=O)CC(=O)O[C@H]3[C@@H]4C(=C)C(=O)O[C@@H]4C[C@@H](C)[C@@H]4C=CC(=O)[C@]43C)[C@H]12	-53%[inhibitor]	-91%	?	?	-22%	-10%	-66*	0.4	40µM*
CN(C)CC1Oc2ccccc2OC1(O)c1ccccc1 (stereo not given)	-26%	?	5.3µM*	?	7%	-5%	-18	-4.8	?
CCCCn1c(N)c(C(=O)NCc2cccs2)c2nc3ccccc3nc21	-3%[57.5 µM]	0%	-10%	203%[activator]	20%	-4%	·	-1.8	-10%
O=C(CCC(=O)N1CC2C[C@@H](C1)Cn1c2cccc1=O)NCCc1ccccc1F	i	1%	-5%	5%	-15%	1%	3	0.0	13%
Cc1cc(C(=O)OCC(=O)Nc2ccc(F)cc2)c(C)n1C1CC1	-2%	-2%	3%	-15%	5%	-3%	-10	0.2	10%
Cc1cc(S(=O)(=O)NCc2ccccc2)ccc1OCC(=O)N1CCN(C)CC1	-10%[57.5 µM]	-1%	-7%	10%	5%	2%	·	-2.8	-5%
CCCCCCn1c(O)c(C=Nc2c(C)n(C)n(-c3ccccc3)c2=O)c(=O)[nH]c1=O	i	-9%	2%	7%	-8%	-8%	-5	0.7	-5%
CCC(=NCCC1=CCCCC1)c1c(O)[nH]c(=O)[nH]c1=O	-14%[57.5 µM]	97%[activator]	-4%	4%	-10%	?	0	-0.7	4%
CN1CCN(Cc2ccccc2C(F)(F)F)CC1	i	8%	1%	-3%	-3%	-3%	0	-1.8	3%
Cc1ccc(C(=O)NCCSC2CCCCC2)cc1S(=O)(=O)Nc1ccccc1	-3%[57.5 µM]	11µM*	1%	?	20%	-3%	·	-1.6	-9%
